Screening results deposited in PubChem by National Center for Advancing Translational Sciences (NCATS).
TDP1 cell CPT – DT40-hTDP1 cell growth loss with CPT. chicken DT40 Tdp1-/-;hTDP1 cells + 20 nM CPT, ATP luminescence, 48 h. Potency, µM (highest dose often 46.2 µM), without a hit: at the highest dose activity change, negative = growth inhibition, actives largely listed as inhibitors. 420,000 tested, 12% active; note: nearly all actives have a fitted effect of over 55% in size
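Chicken DT40 Tdp1-/- cells complemented with human TDP1, 400 cells/well, exposed to compounds plus 20 nM camptothecin for at least 48 h at 37 C; viability read as ATP content by CellTiter-Glo luminescence.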
N370S GC mod – inhibitors or activators of N370S glucocerebrosidase for Gaucher disease. P04062. N370S GC spleen homogenate, 4MU-glucoside fluorescence. Potency, µM (highest dose often 59.4 µM), inactives show at the highest dose activity change, negative = inhibition, most hits filed as inhibitors. 330,000 tested, 0.092% active;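 note: 0% = full enzyme activity and -100% = no enzyme basal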
FEN1 inhibitor – human FEN1 inhibition; Potency, µM (series often up to 114 µM), without a hit: at the highest dose activity change, negative = inhibition, most hits filed as inhibitors; AID 588795; 390,000 tested, 0.35% active; Recombinant FEN1 flap cleavage, fluorescence, 15 min; note: nearly all actives have a fitted effect of over 65% in size
Target sequence (P39748 whole entry, looked up): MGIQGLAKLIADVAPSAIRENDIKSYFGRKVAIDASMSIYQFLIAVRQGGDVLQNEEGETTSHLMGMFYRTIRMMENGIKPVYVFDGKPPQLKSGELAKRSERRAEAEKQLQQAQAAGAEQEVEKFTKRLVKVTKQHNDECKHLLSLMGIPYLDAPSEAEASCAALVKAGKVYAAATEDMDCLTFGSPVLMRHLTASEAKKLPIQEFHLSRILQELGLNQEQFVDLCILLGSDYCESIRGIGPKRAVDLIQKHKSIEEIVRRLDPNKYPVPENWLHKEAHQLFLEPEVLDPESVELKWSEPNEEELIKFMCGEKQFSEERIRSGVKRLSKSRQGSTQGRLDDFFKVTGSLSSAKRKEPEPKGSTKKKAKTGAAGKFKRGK
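FEN1 at 10 nM preincubated with compounds 15 min at room temperature, then flap DNA substrate added at 50 nM final. Signal read at 0 and 15 min; concentration-response fitted with four-parameter Hill equation.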
* hit, by the source's call; ? = inconclusive; nt = no result given; & = joins results of further samples; [ ] = remark or other dose. Calls come from the whole dose curve; as a rule, active = well fitted curve in the direction sought with a large enough effect; inconclusive = small, poorly fitted or top-dose-only effect, or another doubt; inactive = no such curve, though single readings can be large; an effect the other way counts as inactive or inconclusive. Unless noted, % is set by controls: 0 for no effect and ±100 for the full control effect; potency is the fitted concentration of half-maximal effect. Some of the compounds tested, so the mix of outcomes need not match the whole.

Structure	TDP1 cell CPT	N370S GC mod	FEN1 inhibitor
CCc1ccc(CNC(=O)c2ccc(NC(=O)N3CCSc4ncccc43)cc2)cc1	?	nt	-6%
COc1ccc(S(=O)(=O)NCC(c2ccco2)N2CCOCC2)cc1C (stereo unspecified)	-15%	nt	-8%
COC(=O)c1ccc(Cn2c(=O)cc(C)c3c(C)nn(C)c32)cc1	10µM*	nt	-26%
Cc1cccc2c3nc4ccccc4nc3n(CCCN3C(=O)c4ccccc4C3=O)c12	-16%	-3%	-14%
CN1CCN(c2ccnc(-c3cccnc3)n2)CC1	2%	-11%	nt
COCCCNC(=O)c1c(NC(=O)c2cc(=O)c3cc(C)c(C)cc3o2)sc2c1CCCC2	-18%	nt	16%
Cc1c(CC(=O)N2CCC(C(=O)O)CC2)c(=O)oc2cc3c(cc12)CCC1(CCCCC1)O3	1%	?	2%
N[C@H](CCC(=O)NCC(=O)O)C(=O)O	?	-1%&-6%&-1%	nt
CCOC(=O)c1cnc(-n2nc(C)cc2C)nc1NC	?	21%	-1%
CCCC(=O)OCCn1c(Br)nc2c1c(=O)[nH]c(=O)n2C	0%	6%	-2%
O=C(CSc1nc2ccccc2[nH]1)Nc1ccccc1N1CCOCC1	-23%	4%	-1%
CS(=O)(=O)N(Cc1nc2sc3c(c2c(=O)[nH]1)CCCC3)C1CCCCC1	21µM*	nt	-15%
O=C(CN1CCCC1)NC(c1ccccc1)c1ccccc1	21µM*	-9%	3%
CCOc1ccc(N2CC(c3nc4ccccc4n3CCCOc3ccccc3OC)CC2=O)cc1 (stereo unspecified)	?	nt	16%
CC(C)NC(=O)COC(=O)c1ccc(O)cc1	6%	-6%[2.35 µM]	3%
Cc1cc(C)n(CC(O)COc2ccccc2C)n1 (stereo unspecified)	6%	2%	7%
CCOCc1nnc(NC(=O)CSc2ccc(C)cc2)s1	-16%	-2%	-5%
Cc1cccc(CCNC(=O)c2ccc3c(c2)nc2n3CCC(C)C2)c1 (stereo unspecified)	?	nt	7%
Cc1cc(C)nc(NS(=O)(=O)c2ccc(NC(=O)Nc3ccccc3)cc2)n1	23%	16%	14%
COC(=O)CC1=NN(c2ccc(OC)cc2)C(=O)/C1=C\c1ccc(Cl)cc1	?	?	-16%
Cc1nc(N)sc1-c1csc(Nc2cccc(C(=O)O)c2)n1	-6%	-18%	?
COC(=O)c1ccccc1NC(=O)CSc1nc2ccsc2c(=O)n1CCC(C)C	1%	nt	0%
CCCCCC(=O)Nc1ccc(C(=O)COC(=O)c2ccccn2)cc1	?	5%	4%
COc1ccc2[nH]c(=O)c(CN(c3ccc(C)c(C)c3)S(C)(=O)=O)cc2c1	-22%	14%	-20%

Arranged by SMILES length (lowest first): 3 of the compounds above
Structure	TDP1 cell CPT	N370S GC mod	FEN1 inhibitor
CC(C)NC(=O)COC(=O)c1ccc(O)cc1	6%	-6%[2.35 µM]	3%
O=C(CN1CCCC1)NC(c1ccccc1)c1ccccc1	21µM*	-9%	3%
CCCCCC(=O)Nc1ccc(C(=O)COC(=O)c2ccccn2)cc1	?	5%	4%

(next part)
Structure	TDP1 cell CPT	N370S GC mod	FEN1 inhibitor
Cc1cc(C)c[n+](CC(=O)c2c(C)cc(C)c([N+](=O)[O-])c2C)c1	-7%	-7%	22%
COc1ccc(-n2nnnc2SCC(=O)Nc2ccccc2N2CCOCC2)cc1OC	-24%	-3%	0%
Cc1cc(C)nc(N2CCC(C(=O)NCc3ccccc3F)CC2)n1	2%	-6%	-2%
Cc1ccc(S(=O)(=O)N2[C@@H](c3ccc(C(C)(C)C)cc3)C(C(=O)O)=CC[C@H]2c2ccc(C(C)C)cc2)cc1	?	nt	?
CCOc1cc(/C=N/N=C/c2ccc(O)c(OCC)c2)ccc1O	-21%	-6%	20%
O=C(NCCN1Cc2ccccc2C1=O)c1cccs1	-20%	3%	1%
O=[N+]([O-])c1ccccc1C=CC=NN=Cc1ccccc1O	?	nt	5%
O=C(Cc1c[nH]c2ccccc12)NCc1cccs1	3%	4%	9%
CCOC(=O)C1=C(Cc2ccc(Cl)cc2)C(=O)c2ccccc2C1=O	4.6µM*	-6%	?
O=[N+]([O-])c1ccc(/C=N/Nc2ncc(Br)cn2)cc1	-4%	-3%	6%
C=CCSC1=C(C#N)C(c2cc(Br)c(O)c(OC)c2)CC(=O)N1 (stereo unspecified)	-26%	-26%	5%
O=C(c1ccco1)N1CCN(S(=O)(=O)c2ccc3c(c2)OCCO3)CC1	-30%	-2%	3%
O=C(COC(=O)CCC1CCCC1)Nc1ccc(F)cc1Cl	-10%	nt	-16%
O=C(CSc1nc(-c2ccccc2)nc2ccc(F)cc12)Nc1cccc(C(=O)O)c1	-13%	-2%	?
Cc1ccc(Sc2c([N+](=O)[O-])c(C)nn2C)cc1	13%	2%	-16%
O=C1COc2ccc(C(=O)COC(=O)Cc3c(F)cccc3Cl)cc2N1	-15%	-19%	-11%
Cc1ccccc1NS(=O)(=O)c1ccc(C)c(NS(C)(=O)=O)c1C	-3%	4%	-4%
COc1ccc(-c2[nH]c3ccccc3c2SCCNC(=O)c2ccc(S(=O)(=O)N(C)C)cc2)cc1	3.3µM*	nt	10%
O=C(CN1CCN(c2ccccc2)CC1)Nc1ccccc1Cl	?	9%	12%
Cc1ccc2nc(NC(=O)CSc3ncc(C(=O)Nc4ccc(F)cc4)c(=O)n3C)sc2c1	-3%	nt	-2%
CC1=CCC2C(=O)N(CCc3c[nH]c4ccccc34)C(=O)C2C1 (stereo unspecified)	-6%	-13%	-11%
CC(C)C(NS(=O)(=O)c1ccc2c(c1)OCCO2)C(=O)NCCc1ccccn1 (stereo unspecified)	-4%	-2%	-1%
COC(=O)c1ccc2c(=O)n(CCCCCC(=O)O)c(=O)[nH]c2c1	-6%	-5%	-2%
O=C(Nc1ccccc1N1CCCC1)c1ccc([N+](=O)[O-])cc1Cl	?	-19%	-4%
Cc1cccc(C)c1NC(=O)Cn1c(=O)c(N2CCCCC2)c(N)n(C)c1=O	-15%	nt	5%
O=C(CCN1C(=O)c2cccnc2C1=O)NC1CCCCCC1	9%	4%	2%
COC(=O)C1(c2ccccc2)NC(c2ccc(O)cc2)C2C(=O)N(c3ccc4c(c3)OCO4)C(=O)C21 (stereo unspecified)	-21%	-10%	0%
Cn1nnc2cc(NC(=O)NCc3ccc4c(c3)OCO4)ccc21	-17%	12%	5%
CCc1nc2nc(C)cc(Nc3cc(Cl)ccc3OC)n2n1	-24%	nt	-6%
CC1(C)C(=O)Nc2ccccc2N1C(=O)COC(=O)c1cc(S(=O)(=O)N2CCOCC2)ccc1F	8%	1%	4%
O=C(NCCc1ccccc1)c1cccc2c1C(=O)N(C1CCCCC1)C2	?	2%	-7%
O=S(=O)(NN1CCOCC1)c1ccc(Br)cc1	?	-2%	0%
CCc1ccc(NC(=O)c2cnn(-c3ccccc3)c2-n2cccc2)cc1	18µM*	nt	2%
CCNc1ncnc2c1cnn2C1CCCO1 (stereo unspecified)	-16%	nt	4%
Cc1oc2c(cc(NS(=O)(=O)c3ccc(Br)cc3)c3ccccc32)c1C(=O)OCc1ccccc1	?	nt	-13%
COc1ccccc1N1CCN(Cc2cc(OC)c3c(c2)OCO3)CC1	-24%	-6%	-8%
Cc1cc(C)c2c(CC(=O)NCCc3ccccc3)coc2c1	-13%	-3%	-10%
CS(=O)(=O)N1CCc2cc(-c3csc(NC(=O)Cc4ccccc4)n3)ccc21	?	?	8%
COC(=O)c1nn(C)c(=O)[nH]c1=O	0%	nt	15%
CCSc1nnc(NC(=O)c2ccco2)s1	6%	0%	-2%
Nc1nn(-c2ccccc2)nc1C(=O)OCc1ccc(Cl)cc1	0%	nt	-15%
CC(=O)Nc1cccc(NC(=O)CSc2ncc(C(=O)Nc3ccc(F)cc3)c(=O)n2C)c1	15µM*	5%	-23%
CSc1nc(O)cc(=O)n1-c1ccc(F)cc1	-2%	-12%	-4%
S=C(c1nc2ccccc2[nH]1)N1CCOCC1	?	4%	0%
O=C(O)C1CCC(C(=O)O)SS1 (stereo unspecified)	9%	nt	11%
Cc1ccccc1-c1noc(CSc2nc(-c3ccc(F)cc3)cc(=O)[nH]2)n1	-16%	nt	18%
COc1cc(Cl)cc(/C=C/c2ccc3ccccc3n2)c1OC(C)=O	?	16%	-4%
COc1ccc([N+](=O)[O-])cc1CSc1ccccn1	1%	13%	7%

Just FEN1 inhibitor and N370S GC mod, for some of the entries so far:
| canonical_smiles | FEN1 inhibitor | N370S GC mod |
| --- | --- | --- |
| Nc1nn(-c2ccccc2)nc1C(=O)OCc1ccc(Cl)cc1 | -15% | nt |
| CC(=O)Nc1cccc(NC(=O)CSc2ncc(C(=O)Nc3ccc(F)cc3)c(=O)n2C)c1 | -23% | 5% |

Further records follow:
Structure	TDP1 cell CPT	N370S GC mod	FEN1 inhibitor
CCOC(=O)c1cc2c(=O)[nH]c(C(Cl)(Cl)Cl)nc2o1	?	6%	13%
COc1ccc(C(=O)Nc2nc3cc4c(cc3s2)OCCO4)c(OC)c1	?	8%	-2%
CCOC(=O)c1nc(N)sc1C(=O)OCC	21%	-3%	0%
CC1(C(=O)OCC(=O)NCCNC(=O)COC(=O)C2(C)CC2(Cl)Cl)CC1(Cl)Cl (stereo unspecified)	?	-11%	15%
COC(=O)c1ccccc1NC(=O)c1cc2ccccn2n1	-26%	nt	-8%
CC1CCCC(C)N1C(=O)COC(=O)c1cncc(Br)c1 (stereo unspecified)	-23%	nt	-10%
CCOC(=O)c1ccc(NS(=O)(=O)c2ccc3c(c2)CCN3C(=O)CC)cc1	13µM*	nt	-10%
COCC(COS(N)(=O)=O)C(C)C (stereo unspecified)	-7%	-19%	-3%
Clc1ccc(-c2nnc(-c3ccc4ccccc4c3)o2)cc1	-18%	nt	6%
CC1=C(C(=O)Nc2ccccn2)C(c2ccccc2)n2ncnc2N1 (stereo unspecified)	6%	4%	-9%
Cc1ccc(S(=O)(=O)N2CCCC(C(=O)NCCc3ccc(S(N)(=O)=O)cc3)C2)cc1 (stereo unspecified)	?	-2%	-2%
Brc1cccc(OCCSc2ncccn2)c1	?	-4%	-15%
O=C(Nc1ccc(OCC(=O)N2CCOCC2)cc1)c1cccc(Cl)c1	14%	-2%	-6%
CSc1nc2c(c(=O)[nH]c(=O)n2C)n1C/C=C(\C)Cl	2%	?	-2%
COc1ccc(-c2csc(Nc3ccc(O)cc3)n2)cc1	10µM*	2%	11%
COc1cc2cc(CCOC(=O)N3CCCCC3)oc(=O)c2cc1OC	?	nt	-5%
CC1OC1c1ccc(-c2ccc(C3OC3C)cc2)cc1 (stereo unspecified)	4%	nt	-13%
O=C(Nc1cccc(-c2nc3ncccc3o2)c1)c1sc2ccccc2c1Cl	10µM*	20%	-1%
O=C(COc1ccccc1)Nc1ccc2nc(SCCOc3ccccc3)sc2c1	-23%	nt	0%
Cc1cc(=O)oc(C)c1C(=O)NCCNC(=O)c1c(C)cc(=O)oc1C	-14%	4%	-5%
CC1=C(C(=O)NCc2cccc(F)c2)C2(CCCCCC2)OC1=O	-30%	nt	-13%
O=C(NCc1ccc2c(c1)OCO2)c1cc(Cl)ccc1Cl	-19%	-1%	11%
COc1ccc(/C(C)=N/NC(=O)c2cc(-c3cccnc3)nc3ccccc23)cc1	-23%	-1%	0%
O=C(O)c1ccc(/C=N/N2CCN(C3c4ccccc4-c4ccccc43)CC2)cc1	-15%	4%	0%
Cc1ccc(NS(=O)(=O)c2cc(NC(=O)c3cc(=O)[nH]c(=O)[nH]3)ccc2Cl)c(C)c1	-21%	-24%	-4%
COc1cc(C(=O)COC(=O)Cc2cnc3sccn23)cc(OC)c1OC	12%	2%[2.35 µM]	-9%
O=C(NC(=S)Nc1ccc(NC(=O)c2ccccc2)cc1)c1ccc(F)cc1	7%	-4%	0%
Cc1cc(C)n2cnnc2n1	-13%	6%	-2%
Cc1noc(C)c1COC(=O)c1cc2c(C)nn(-c3ccc(F)cc3)c2s1	1%	1%	9%
Cn1c(C=O)c(C#Cc2ccccc2)c2ccccc21	?	nt	5%
CCN(CC)C(=O)CSc1nc(-c2ccccc2)ccc1C#N	-2%	0%	-13%
COc1ccccc1NS(=O)(=O)c1cc(NC(=O)c2cc3ccccc3oc2=O)ccc1C	?	6%	9%
Cc1ccccc1NC(=O)NCCCN1CCCC1	-18%	-4%	-16%
CC1CC(C)CN(C(=O)C2CC(=O)N(c3ccc4c(c3)OCCO4)C2)C1 (stereo unspecified)	-17%	nt	18%
CCOC(=O)c1sc2nc(CC(=O)OC)nc(N3CCN(c4ccccn4)CC3)c2c1C	23µM*	-6%	-16%
CCC(=O)Nc1cccc(C(=O)/C=C/c2ccc(F)cc2)c1	4.6µM*	19%	-4%
